High-throughput results (PubChem)
KB-3-1 tox: kills parental KB-3-1 adenocarcinoma cells; KB-3-1 viability, CellTiter-Glo ATP luminescence, 72 h; Potency, µM (titrated, usually from 46.1 µM), without a hit: at the top dose activity change, negative = cytotoxic, actives largely listed as cytotoxic; 400,000 compounds, 1.4% hits; further: on the % scale 0 is the no-effect control and ±100 the full control effect; nearly all actives have a fitted effect of over 60% in size
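Using CellTiter-Glo luminescence, growth of non-resistant KB-3-1 adenocarcinoma cells is assessed 72 h after pin-tool compound addition at 37 °C. Normalized responses across the concentration series yield fitted curves.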
GLP-1R inv ag: acts as inverse agonist at human GLP-1 receptor | 410,000 compounds, 1.6% hits | Potency, µM (top dose mostly 38.3 µM), for inactives: at the highest dose activity change, negative = inhibition, hits mostly inhibitors | HEK293 GLP-1R CRE-luciferase, luminescence, 24 h; GLP-1R form is constitutively active; further: on the % scale 0 is the no-effect control and ±100 the full control effect; nearly all actives have a fitted effect of over 55% in size
Target sequence (P43220 whole entry, looked up): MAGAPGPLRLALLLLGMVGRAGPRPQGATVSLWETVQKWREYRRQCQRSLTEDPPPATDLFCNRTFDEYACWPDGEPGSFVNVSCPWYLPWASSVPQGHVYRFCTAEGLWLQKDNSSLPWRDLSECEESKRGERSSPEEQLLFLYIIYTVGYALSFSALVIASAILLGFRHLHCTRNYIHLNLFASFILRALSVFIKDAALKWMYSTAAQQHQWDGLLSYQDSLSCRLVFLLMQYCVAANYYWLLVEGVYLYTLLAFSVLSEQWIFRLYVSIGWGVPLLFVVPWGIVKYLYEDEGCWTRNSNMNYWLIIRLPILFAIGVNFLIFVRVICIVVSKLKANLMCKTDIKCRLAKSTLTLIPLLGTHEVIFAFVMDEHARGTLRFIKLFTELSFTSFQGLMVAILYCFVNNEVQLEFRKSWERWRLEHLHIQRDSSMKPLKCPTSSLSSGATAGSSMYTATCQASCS
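qHTS in 1536-well format: reporter HEK293 cells expressing constitutive GLP-1R activity in DMEM + 10% Nu serum, 24 hr with compounds at 37 deg C, luminescence read after 12 min with detection reagent.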
SW480 rereplic: inducers of DNA re-replication in SW480 colon cancer cells; SW480 DNA re-replication, Hoechst DNA content imaging, 48 h; Potency, µM (top dose mostly 46.1 µM), for inactives: top-dose re-replication activation, most hits filed as activators; 340,000 compounds, 1.8% hits; AID 624297; further: % of control where 0% means no effect; nearly all actives have a fitted effect of over 55% in size
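Readout is total intensity of Hoechst-stained nuclei, excited at 405 nm and collected at 500-530 nm. Compound treatment lasted 48 hr at 37 C in 5% CO2 before staining.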
GLP1R ag: activates the human GLP-1 receptor. P43220. HEK293 GLP-1R CRE-luciferase, luminescence, 4-6 h; cells express a hypersensitive GLP-1R form. Potency, µM (highest dose often 45.6 µM), for the others: at the top dose activation, usual class: activators. 380,000 compounds, 0.007% hits. AID 624172; further: % of control where 0% means no effect
HT1080 IDH1KD tx: kills HT-1080 cells with IDH1 knockdown; HT-1080 IDH1 knockdown viability, ATP luminescence, 48 h; Potency, µM (titrated, usually from 46.1 µM), for inactives: top-dose activity, negative = toxicity, actives largely listed as cytotoxic; 360,000 compounds, 2% hits; AID 686971;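 further: 0% = DMSO wells and -100% = cell-free medium wells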
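% activity derives from luminescence (CellTiter-Glo), normalised to DMSO and no-cell wells. HT-1080-IDH1KD cells, 750/well, had 48 h compound exposure at 37 °C.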
HT1080NT lethal: kills 2HG-producing HT-1080-NT fibrosarcoma cells | HT-1080-NT fibrosarcoma viability, CellTiter-Glo ATP luminescence, 48 h | Potency, µM (highest dose often 46.1 µM), inactives show at the highest dose activity, negative = less viability, most hits filed as cytotoxic | 360,000 compounds, 1.6% hits | AID 686970;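 further: NT is the 2HG producing partner of a matched IDH1 knockdown line; 0% = DMSO-treated cells and -100% = media-only wells without cells; nearly all actives have a fitted effect of over 55% in size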
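HT-1080-NT fibrosarcoma cells (2HG-overproducing), 750 cells/well in RPMI with 5% FBS, dosed after 2 h and incubated 48 h at 37C. CellTiter-Glo luminescence normalized to DMSO and no-cell wells; concentration-response curves fitted and classed.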
TDP-43 yeast inh: rescues yeast growth from TDP-43 toxicity. Potency, µM (highest dose often 46.1 µM), without a hit: at the highest dose growth rescue (activation), usual class: activators. 410,000 compounds, 1.8% hits. AID 652104. TDP-43 expressing yeast growth rescue, BacTiter-Glo, 24 h; further: % of control where 0% means no effect; nearly all actives have a fitted effect of over 50% in size
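Luminescence from BacTiter-Glo reports growth of TDP-43-expressing yeast after 24 hr at 30 deg C with compound. Cells were raffinose-pregrown to mid-log, then seeded in galactose medium at OD600=0.02.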
KB-V1 cytotox: kills drug-selected multidrug resistant KB-V1 cells. KB-V1 MDR cells viability, CellTiter-Glo, 72 h. Potency, µM (series often up to 46.1 µM), for inactives: at the highest dose activity change, negative = cytotoxicity, actives largely listed as cytotoxic. 400,000 compounds, 3.4% hits. AID 1347076; further: on the % scale 0 is the no-effect control and ±100 the full control effect; nearly all actives have a fitted effect of over 60% in size
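Compound-treated KB-V1 multidrug-resistant cells, 72 h, 37 degrees C; viability by CellTiter-Glo. Fitted qHTS curves give the values.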
HEK293 tox: cytotoxicity in counter-screen for GLP-1R inverse agonists | HEK293 cAMP-luciferase reporter cells, luminescence, 24 h | Potency, µM (doses to about 38.3 µM), without a hit: top-dose activity change, negative = inhibition, most hits filed as inhibitors | 410,000 compounds, 0.13% hits;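 further: loss of luciferase light is scored as toxicity; on the % scale 0 is the no-effect control and ±100 the full control effect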
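To flag toxic compounds, the library was rerun on cells for 24 hr at 37 deg C and 5% CO2. Viability-linked luminescence was captured 12 min after adding luciferase detection reagent.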
* hit, by the source's call; ? = inconclusive; nt = no result given; [ ] = another dose, or the depositor's remark. The call rests on the fitted dose curve; in most records, active means well fitted curve in the direction sought with a large enough effect; inconclusive means small, poorly fitted or top-dose-only effect, or another doubt; inactive means no such curve, though single readings can be large; an effect the other way counts as inactive or inconclusive. Potency means the concentration at half of the fitted maximal effect.

Start of the data: the first 2 records (preview)
SMILES	KB-3-1 tox	GLP-1R inv ag	SW480 rereplic	GLP1R ag	HT1080 IDH1KD tx	HT1080NT lethal	TDP-43 yeast inh	KB-V1 cytotox	HEK293 tox
COc1cc(C(=O)NCC(=O)OCCN2C(=O)c3ccccc3C2=O)cc(OC)c1OC	6%	-7%	?	7%	-2%	-8%	-18%	-7%	-3%
CCOc1c(Cl)cnn(-c2ccc(C)cc2)c1=O	3%	16%	-1%	7%	19%	19%	?	6%	1%

All compounds of this part, previewed entries included:
SMILES	KB-3-1 tox	GLP-1R inv ag	SW480 rereplic	GLP1R ag	HT1080 IDH1KD tx	HT1080NT lethal	TDP-43 yeast inh	KB-V1 cytotox	HEK293 tox
COc1cc(C(=O)NCC(=O)OCCN2C(=O)c3ccccc3C2=O)cc(OC)c1OC	6%	-7%	?	7%	-2%	-8%	-18%	-7%	-3%
CCOc1c(Cl)cnn(-c2ccc(C)cc2)c1=O	3%	16%	-1%	7%	19%	19%	?	6%	1%
COc1ccc(NCc2n[nH]nc2-c2ccccc2)cc1Cl	0%	?	8%[9.22 µM]	4%	-23%	-20%	5%	-14%	-5%
CCOC(=O)C(NC(=O)CC)(Nc1ccccc1OC)C(F)(F)F (stereo not given)	0%	21%	-3%	7%	6%	16%	-18%	30%	5%
CC(C)CNC(=O)COC(=O)c1cc(S(=O)(=O)N2CCCCC2)ccc1N1CCOCC1	-1%	3%	-6%	2%	6%	1%	0%	0%	-1%
Nc1nc(-c2ccc(Br)cc2)cs1	?	?	1%	2%	-8%	-6%	?	-14%	63%[activator]
CC(=O)C1=C(O)C(=O)N(CCCCCC(=O)O)C1c1ccc(N(C)C)cc1 (stereo not given)	3%	12%	?	-12%	1%	-3%	-7%	0%	10%
COCc1[nH][nH]c(=O)c1C=Nc1ccc(F)cc1F	2%	10%	0%	-2%	0%	0%	-19%	7%	-1%
C=Cc1ccc(CC2(C)C(=O)Nc3c(Cl)cccc32)cc1 (stereo not given)	0%	?	nt	-1%	3%	13%	-37%[inhibitor]	-2%	1%
CCOC(=O)c1c(C)oc2nc(C)nc(N3CCN(c4cccc(C(F)(F)F)c4)CC3)c12	?	-16%	nt	nt	nt	nt	5%	16µM*	-10%
CC1(Cc2ccccc2Cl)C(=O)Nc2c(Cl)cccc21 (stereo not given)	0%	?	nt	6%	-1%	24%	?	0%	5%
Cc1nc(C(F)(F)F)ccc1C(=O)N1CCC1(C)C(=O)NCc1ccc(Cl)cc1 (stereo not given)	0%	14%	nt	-3%	14%	15%	13%	2%	1%
CCC1CCC(C(=O)NC(CCSC)C(=O)NCCN(CC(C)C)CC(C)C)CC1 (stereo not given)	-4%	14%	-7%	6%	4%	0%	-15%	-8%	-11%
COc1ccc(C(=O)N[C@H](C(=O)NCC2CCCCC2)C(C)C)cc1	8%	?	14%	-5%	-18%	-2%	?	-23%	-15%
O=C(Nc1ccccc1C(=O)NC1CCCCC1)c1ccco1	10%	?	2%	-6%	-24%	-15%	13%	-2%	-9%
CC(=O)Nc1ccc(S(=O)(=O)N2CCN(CC(O)COc3ccc4ccccc4c3)CC2)cc1 (stereo not given)	-12%	-11%	5%	2%	?	0.71µM*	-22%	?	-24%
COC(=O)c1ccc(N(C(=O)c2ccco2)C(C(=O)NC2CCCC2)c2ccco2)cc1 (stereo not given)	-4%	22%	1%	-5%	1%	2%	24%	0%	-10%
CC(C)Cn1c(SCC(=O)Nc2ncccn2)nc2ccccc21	-5%	15%	?	1%	-1%	-1%	18%	0%	11%
Clc1ccc(C2=C3CCCCn4c(-c5ccccc5)c[n+](c43)C2)cc1	?	?	-2%	-26%	?	?	5%	1%	-21%
Cc1ccccc1Nc1nc(N)nc(CSc2nc3ccccc3c(=O)n2CCCO)n1	-22%	78%[activator]	4%	19%	-20%	?	-21%	-22%	0%

Full records from above. Order of screens: KB-3-1 tox | GLP-1R inv ag | SW480 rereplic | GLP1R ag | HT1080 IDH1KD tx | HT1080NT lethal | TDP-43 yeast inh | KB-V1 cytotox | HEK293 tox
`COc1ccc(C(=O)N[C@H](C(=O)NCC2CCCCC2)C(C)C)cc1` in the list: 8% | ? | 14% | -5% | -18% | -2% | ? | -23% | -15%
`CCC1CCC(C(=O)NC(CCSC)C(=O)NCCN(CC(C)C)CC(C)C)CC1` (stereo not given) in the list: -4% | 14% | -7% | 6% | 4% | 0% | -15% | -8% | -11%

Other records
SMILES	KB-3-1 tox	GLP-1R inv ag	SW480 rereplic	GLP1R ag	HT1080 IDH1KD tx	HT1080NT lethal	TDP-43 yeast inh	KB-V1 cytotox	HEK293 tox
CC1(C)NC(=O)N(c2ccccc2Cl)C1(C)NO (stereo not given)	6%	7%	3%	2%	2%	8%	14%	-5%	-23%
CCCCn1c(=O)n(CC(=O)Nc2ccc(OC)c(Cl)c2)c(=O)c2c1nc(CO)n2CCC	3%	4%	-7%	13%	-10%	-12%	20%	7%	-25%
COc1ccc(CC2S/C(=C(\C#N)C(=O)NCc3ccco3)N(c3ccc(C)cc3)C2=O)cc1 (stereo not given)	8%	-11%	-7%	-28%	10%[9.24 µM]	1%	2%	?	-9%
Clc1ccc(-c2nnc(SCc3ccon3)o2)c(Cl)c1	0%	0%	6%	1%	-8%	3%	27%	?	5%
CC(C)c1ccc(OCC(=O)NCc2n[nH]c(=O)c3ccccc23)cc1	4%	2%	-44%[inhibitor]	17%	7%	8%	-9%	3%	-2%
O=C(CSc1nc(C2CCCCC2)n(-c2ccccc2)n1)NCC(F)(F)F	-27%	?	6%	7%	5%	3%	29%	8.2µM*	-9%
CC1(C)CC2(CC(c3ccccc3)c3ccc(O)cc3O2)NC(=S)N1 (stereo not given)	-18%	-27%	2%	5%	-21%	-17%	6%[9.22 µM]	-19%	-1%
CCN(CC1COc2ccccc2O1)S(=O)(=O)c1ccc(C)cc1 (stereo not given)	0%	?	15%	-2%	-16%	0%	-15%	23µM*	5%
O=C(NC1CCCCCC1)c1cc(S(=O)(=O)N2CCOCC2)ccc1F	0%	-1%	1%	10%	-6%	2%	-6%	10%	-4%
C=CCn1c(SCC(=O)NCCc2ccccc2)nc2c([nH]c3ccccc32)c1=O	5%	44%[activator]	-6%	-5%	15%	4%	15%	-27%	3%
Cc1cccc(NC(=O)CSc2nccn2C)c1	14%	9%	-5%	0%	28%	19%	-3%	4%	-3%
CN(C)c1nc(C(=O)OCCO)nc(N(C)C)n1	7%	0%	-6%	-1%	3%	7%	?	4%	6%
COc1ccc(/C=C/C(=O)OCC(=O)Nc2cccc(S(=O)(=O)NC3=NCCCCC3)c2)cc1	5%	?	9%	12%	0%	-1%	-30%	0%	2%
COc1cccc(-c2cc3c(c4c2ccn4C)C2CCC3C2)c1 (stereo not given)	-10%	?	nt	12%	-10%	-4%	?	-16%	13%
NC(=O)C(C(=O)/C=C/c1ccc(Cl)cc1)=C1SCCS1	?	4µM*	12%	-8%	?	-7%	3%	6.5µM*	-28%
CN(Cc1ccccc1)c1ncnc(N)c1[N+](=O)[O-]	-3%	5%	-1%	10%	-5%	-10%	24%	-1%	-14%
CCOC(=O)[C@]12CCCC=C1N(CCC1=CCCCC1)C(=O)[C@H](CC(=O)NCc1ccc(C)o1)C2	-15%	?	nt	nt	?	?	?	?	-24%
COC(=O)C1CCC(=S)N1C(=O)c1ccccc1 (stereo not given)	3%	-4%	0%	1%	4%	0%	?	7%	-3%
O=C(C[C@@H]1C/C=C/CC[C@H](Cc2ccc(F)cc2)C(=O)O[C@H](c2ccccc2)CNC1=O)NCCO	3%	14%	4%	7%	-1%	14%	8%	15%	-10%
COc1ccc(C(=O)NCC(c2ccco2)N(C)C)cc1S(=O)(=O)NCc1ccc(Cl)cc1 (stereo not given)	-10%	9%	0%	-1%	-5%	1%	-17%	1%	1%
CCCOc1ccc(N2C(=O)CC(N(CCC)C(=O)CCC(=O)O)C2=O)cc1 (stereo not given)	13%	9%	-2%	-9%	1%	-2%	-4%	13%	10%
COc1ccc(Cl)cc1NC(=O)c1c(NCc2ccc(C)o2)sc2c1CCCC2	0%	-7%	nt	nt	nt	nt	?	3%	-3%
O=C(C1CCC(Cn2c(=O)c3sccc3n(Cc3ccccc3F)c2=O)CC1)N1CCCCC1 (stereo not given)	?	?	nt	nt	nt	nt	?	6%	2%
C[C@H](CO)N1C[C@H](C)[C@@H](CN(C)Cc2ccc(Cl)c(Cl)c2)Oc2ccc(NC(=O)Cn3cnnn3)cc2C1=O	8%	-3%	-1%	15%	8%	1%	1%	-6%	6%
O=C1NC(Cc2ccccc2)c2nc3cc(F)c(F)cc3c(=O)n2-c2ncccc21 (stereo not given)	-25%	-15%	nt	2%	-11%	-9%	0%	-22%	-23%
CC(=O)c1ccc(OC(=O)C2CC(=O)N(c3cccc(C)c3)C2)cc1 (stereo not given)	3%	0%	-3%	-27%	-8%	1%[9.24 µM]	-9%	8%	4%
O=C(Nc1ccc(F)cc1)c1cccnc1NCCc1ccccc1	?	?	-3%	6%	-10%	-22%	13µM*	-26%	-6%
C=CCOC(=O)C1=C(C)NC(SCC(=O)Nc2ccccc2)=C(C#N)C1c1ccco1 (stereo not given)	-1%	?	?	-2%	-23%	-20%	10%	-20%	5%
CC1=C(C(=O)OC2CCCCCC2)C(c2c(Cl)cccc2Cl)CC(=O)N1 (stereo not given)	11%	?	nt	-6%	nt	nt	?	0%	-12%
CCCCn1c(N)c(N(CC(C)C)C(=O)C2CCN(C(=O)c3ccc(F)cc3)CC2)c(=O)[nH]c1=O	13%	16%	-3%	-5%	2%	13%	1%	?	2%
O=S(=O)(c1ccc(Cl)c(F)c1)N1CCC(c2nc(-c3ccncc3)no2)CC1	-24%	3%	0%	-2%	4%	?	-8%	21µM*	2%
Cc1nn(C)c(C(=O)N/N=C/c2ccncc2)c1Cl	1%	6%	-2%	2%	24%	10%	0%	-2%	-3%
CCC(=O)NC(=S)NNC(=O)COc1ccc(Br)cc1	3%	61%[activator]	23%	-1%	15%	1%	-5%	3%	0%
COC(=O)Cc1ccc(O)c(N)c1	0%	27%	?	5%	0%	0%	-2%	9%	10%
COC(=O)c1c(NC(=O)C(=O)N2CCOCC2)sc2c1CCC2	-4%	0%	1%	0%	-1%	3%	3%	-20%	-7%

The order is random; any-hit rate near 9.4%.
